Screens: PubChem BioAssay, National Center for Advancing Translational Sciences (NCATS)
HP1b binding inh – blocks HP1-beta chromodomain binding to methylated histone tails; hit rate 0.56% among 390,000; AID 540317; AlphaScreen HP1-beta / biotin-H3K9me3 peptide binding; Potency, µM (doses to about 114 µM), for the others: top-dose activity change, negative = inhibition, usual class: inhibitors; note: nearly all actives have a fitted effect of over 70% in size; inactives centre near 23
Target sequence (P83916 whole entry, looked up): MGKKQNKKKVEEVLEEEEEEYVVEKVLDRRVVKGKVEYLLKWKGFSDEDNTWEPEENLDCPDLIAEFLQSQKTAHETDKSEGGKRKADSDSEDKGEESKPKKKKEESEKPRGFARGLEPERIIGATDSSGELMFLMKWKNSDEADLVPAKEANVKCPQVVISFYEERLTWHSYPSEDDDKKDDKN
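Compound inhibition of the preformed complex between 50 nM HP1-beta and 50 nM biotinylated H3K9me3 peptide was read by AlphaScreen. Buffer was PBS pH 7.4 with 0.01% Tween-20. Incubations ran 30 min at room temperature, with 10 ug/mL donor/acceptor beads.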
rTrxR1 inhibitor – rat TrxR1 inhibition; O89049; recombinant rTrxR1, NADPH fluorescence consumption, selenite substrate; Potency, µM (titrated, usually from 114 µM), inactives show top-dose activity change, negative = inhibition, hits mostly inhibitors; hit rate 1% among 390,000; AID 588453; note: % is set by controls: 0 for no effect and ±100 for the full control effect; nearly all actives have a fitted effect of over 65% in size
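Rat TrxR1 (90 nM in the dispensed reagent) was pre-reduced with 400 uM NADPH for 5 min at room temperature, then incubated with compound for 15 min. After 400 uM selenite was added, NADPH fluorescence (Ex 340/Em 450 nm) was followed for 8 min.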
RGS4 inhibitor – blocks human RGS4-accelerated GTP hydrolysis; P49798; hit rate 0.039% among 390,000; Potency, µM (titrated, usually from 114 µM), for the others: at the highest dose activity change, negative = inhibition, usual class: inhibitors; Transcreener GDP fluorescence polarization, RGS4-accelerated GTP hydrolysis; note: % is set by controls: 0 for no effect and ±100 for the full control effect; nearly all actives have a fitted effect of over 75% in size; some results filed as inactive show a strong effect at the top dose
Target sequence (P49798 whole entry, looked up): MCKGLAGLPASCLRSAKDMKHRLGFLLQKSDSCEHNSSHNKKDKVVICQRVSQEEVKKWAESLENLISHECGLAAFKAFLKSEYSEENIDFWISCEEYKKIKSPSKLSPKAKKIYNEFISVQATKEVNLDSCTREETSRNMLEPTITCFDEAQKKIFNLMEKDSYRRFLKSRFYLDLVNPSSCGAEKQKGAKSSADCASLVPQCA
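MLSMR compounds (23 nl, pin-transferred) preincubated 10 min at room temperature with a 500nM (2x) first reagent, then RGS4 at 900nM (2x) plus Transcreener GDP mix added; fluorescence polarization (620/688 nm) read before and after 90 min at 30 °C.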
Tb PGK inh – blocks T. brucei phosphoglycerate kinase. Potency, µM (highest dose often 57.5 µM), for the others: at the highest dose activity change, negative = inhibition, most hits filed as inhibitors. hit rate 0.043% among 380,000. P07378. PGK/GAPDH coupled, Kinase-Glo luminescence, 60 min; note: % is set by controls: 0 for no effect and ±100 for the full control effect; nearly all actives have a fitted effect of over 60% in size
Target sequence (P07378 whole entry, looked up): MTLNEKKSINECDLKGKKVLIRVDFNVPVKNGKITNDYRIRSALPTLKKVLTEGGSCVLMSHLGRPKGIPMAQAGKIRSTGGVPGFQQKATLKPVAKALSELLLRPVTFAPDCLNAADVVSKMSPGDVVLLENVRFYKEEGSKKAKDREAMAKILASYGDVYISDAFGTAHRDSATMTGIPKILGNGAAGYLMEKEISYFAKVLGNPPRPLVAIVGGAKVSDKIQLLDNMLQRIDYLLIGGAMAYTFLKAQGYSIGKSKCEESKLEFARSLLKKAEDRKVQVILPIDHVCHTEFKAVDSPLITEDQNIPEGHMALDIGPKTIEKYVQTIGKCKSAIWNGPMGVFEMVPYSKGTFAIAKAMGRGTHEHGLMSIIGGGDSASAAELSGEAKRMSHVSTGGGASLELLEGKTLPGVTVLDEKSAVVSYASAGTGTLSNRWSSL
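Recombinant glycosomal PGK reaction used 1,3-bisphosphoglycerate generated in-well by GAPDH (100nM final) in 100mM TEA pH 7.6, 5mM MgCl2, 0.01% Tween-20. After 60 minutes at room temperature, ATP was read by Kinase-Glo Plus luminescence end-point.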
Pin1 inh – blocks the human prolyl isomerase Pin1; Q13526; Potency, µM (doses to about 115 µM), for the others: at the highest dose activity, negative = inhibition, hits mostly inhibitors; AID 504891; hit rate 0.009% among 390,000; Pin1 FP peptide displacement, HiFluor488, 10 min; active = well fitted inhibition curve with a large enough effect in the polarisation, with a control signal flat, not every such curve was filed as active; inconclusive = small, poorly fitted or top-dose-only effect, or effect the other way, or a change in a side signal; inactive = no such curve, though single readings can be large or run the other way; the % refers to the polarisation; note: % is set by controls: 0 for no effect and ±100 for the full control effect
Target sequence (Q13526 whole entry, looked up): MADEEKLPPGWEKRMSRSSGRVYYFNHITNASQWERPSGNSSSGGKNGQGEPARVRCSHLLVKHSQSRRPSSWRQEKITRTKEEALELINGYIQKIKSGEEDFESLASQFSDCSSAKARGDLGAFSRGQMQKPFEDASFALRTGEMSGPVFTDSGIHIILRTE
GLS inh – glutaminase GLS (human) inhibition. O94925. GLS enzymatic activity, qHTS titration. Potency, µM (highest dose often 45.5 µM), for the others: at the highest dose activity change, negative = inhibition, hits mostly inhibitors. hit rate 0.21% among 410,000; note: % is set by controls: 0 for no effect and ±100 for the full control effect
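Coupled fluorescence readout: glutamate oxidase/HRP/Amplex Red detect glutamate formed by hKGA from L-glutamine (1 mM solution added). Buffer 45 mM KH2PO4 pH 8.2, 0.02% Tween-20; reads at t0 and 30 min RT.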
ALOX12 inh – inhibitors of human 12S-lipoxygenase ALOX12. P18054. purified 12hLO, xylenol orange hydroperoxide absorbance. Potency, µM (top dose mostly 108 µM), for inactives: at the highest dose activity change, negative = inhibition, actives largely listed as inhibitors. hit rate 1.1% among 580,000. AID 1671190; note: % is set by controls: 0 for no effect and ±100 for the full control effect
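Purified human 12hLO at 150 nM in 25 mM Hepes, 0.01% Triton X-100, pH 7.0, preincubated 15 min at room temperature with compound. Reaction started with 40 uM arachidonic acid, 30 min at room temperature. Hydroperoxide measured by Fe-xylenol orange, 573/405 nm absorbance ratio.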
JMJD2A Tudor inh – inhibitors of human JMJD2A Tudor domain. Potency, µM (doses to about 114 µM), inactives show top-dose activity change, negative = inhibition, hits mostly inhibitors. AlphaScreen JMJD2A-Tudor / H3K4me3 peptide binding. AID 504339. hit rate 4.4% among 390,000; note: % is set by controls: 0 for no effect and ±100 for the full control effect; nearly all actives have a fitted effect of over 50% in size
ERG-DNA inh – ERG Ets/DNA interaction inhibition | P11308 | fluorescence polarization, His-ERG Ets domain / labelled DNA | Potency, µM (highest dose often 76.9 µM), without a hit: at the highest dose FP activity, negative = inhibition, most hits filed as inhibitors | hit rate 0.028% among 370,000; active = well fitted inhibition curve with a large enough effect in the polarisation, with a control signal flat; inconclusive = small, poorly fitted or top-dose-only effect, or effect the other way, or a change in a side signal; inactive = no such curve, though single readings can be large or run the other way; the % refers to the polarisation;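 note: polarization taken with two DNA probes labelled with fluorescein and Texas red; % of control where 0% means no effect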
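His-tagged ERG Ets domain (1 uM in the protein solution; 300mM KCl, 50mM Tris-HCl, 1mM EDTA, 1mM DTT, pH 7.5) received compound, then a probe mix of 5 nM fluorescein-DNA and 100nM Texas-615-DNA. Fluorescence polarization was read for both dyes.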
An asterisk follows results filed as active; i = inactive; ? = inconclusive; . = not tested or not shown; & = joins results of further samples; [ ] = another dose, or the depositor's remark. Unless noted, calls come from the whole dose curve; as a rule, active = well fitted curve in the direction sought with a large enough effect; inconclusive = small, poorly fitted or top-dose-only effect, or another doubt; inactive = no such curve, though single readings can be large; an effect the other way counts as inactive or inconclusive. Potency is the fitted concentration of half-maximal effect. A portion of the library, so the mix of outcomes need not match the whole.

SMILES	RGS4 inhibitor	GLS inh	HP1b binding inh	ALOX12 inh	ERG-DNA inh	rTrxR1 inhibitor	JMJD2A Tudor inh	Pin1 inh	Tb PGK inh
CCc1ccc(CN2C(=O)c3ccccc3C2C(=O)NCCc2ccc(OC)c(OC)c2)cc1 (stereo unspecified)	29%	-7%	-14%	0%	8%	38%[57.1 µM]	-18%	2%	-3%
CC(=O)NS(=O)(=O)c1ccc(NC(=O)c2cc(-c3ccc(C)cc3)nc3ccccc23)cc1	-16%	-7%	-4%	-27%	0%	17%[57.1 µM]	-14%	-7%	-2%
Cc1cc(C)nc(CC(N)=O)n1	3%	1%	25%	11%	6%	9%	7%	-2%	-2%
COc1ccc(/C=N/NC(=O)CCSc2nc3ccccc3s2)cc1OC	7%[11.4 µM]	1%	-1%	4%	1%	23%	-32%	-5%	i
O=C(O)c1cccc(NC(=O)c2ccccc2NC(=O)c2ccccc2F)c1	-5%	-7%	43%[activator]	32%[activator]	15%	13%	-6%	-2%	-5%
C[n+]1ccccc1/C=C/c1ccc2ncccc2c1	-8%	-1%	12%	?	7%	-3%	-18%	-5%	-10%
CCCCNC(=O)c1ccccc1C(=O)NCCCC	-107%[56.9 µM]	?	?	0%	-7%	-12%	14µM*	1%	7%
COc1ccc(S(=O)(=O)NCc2ccccn2)cc1Br	19%	-2%	40%[activator]	12%	11%	17%	-19%	-5%	0%
Cc1cc(=O)nc2c3ccccc3n(CC(=O)NCCCN3CCCC3=O)n12	0%[11.4 µM]	9%	42%[activator]	0%	7%	7%	-8%	0%	1%
O=C(NCCS(=O)(=O)NC1CCCC1)c1ccc(F)cc1	23%	-4%	27%	2%	3%	1%[57.1 µM]	-2%	-10%	-2%
Cc1cc2ccccc2n1CCNCc1c(C(=O)N2CCOCC2)nc2ccccn12	-18%	-2%	13%	25%	5%	24%	-30%	-10%	-5%
Cc1cccc(C2N=C(N)Nc3nc4ccccc4n32)c1 (stereo unspecified)	-21%&21%	-7%&6%	31%&28%	-1%&-15%	?	11%[57.1 µM]	-9%&-18%	-1%&7%	-2%&7%
CCc1ccc(NC(=O)CCNS(=O)(=O)c2cccc3nsnc23)cc1	3%	0%	12%	-12%	.	2%	-14%	-4%	i
COc1ccc(OC)c(C2C(C(=O)c3cccs3)=C(O)C(=O)N2CCN(C)C)c1 (stereo unspecified)	24%	24%	24%	-3%	-4%	?	-24%	3%	4%
CSc1ncc(C(=O)Nc2ccccc2F)c(-c2ccccc2)n1	-4%	-1%	24%	12%	9%	21%	-11%	-2%	i
COc1ccc(CS(=O)c2nc(C)cc(C)c2S(C)(=O)=O)cc1 (stereo unspecified)	-15%	-2%	55%[activator]	5%	?	27%[57.1 µM]	-5%	2%	i
O=C(N/N=C\c1cc(Cl)ccc1O)c1ccc(S(=O)(=O)N2CCCCC2)cc1	10%	3%	25%	3%	6%	-11%	?	25%	8%
O=C(NCc1ccccc1)N1CCCC1	29%	0%	14%	8%	-7%	-3%	-8%	-3%	2%
Cc1cccc(C)c1NC(=O)Cn1c(=O)c(N2CCCCC2)c(N)n(C)c1=O	13%	11%	9%[57 µM]	-1%	-10%	19%[57.1 µM]	-7%	2%	i
COc1ccc(C2c3c(ncn(CCCO)c3=N)Oc3ccc4ccccc4c32)cc1 (stereo unspecified)	6%	-4%	7%	?	-3%	-9%	?	0%	-6%
Cc1ccc(Nc2nc(OC(C(F)(F)F)C(F)(F)F)nc(N3CCOCC3)n2)cc1	-14%	-3%	21%	3%	1%	13%[57.1 µM]	-16%	1%	2%
Cc1cccn2c(=O)c3cc(C(=O)NCCc4ccc(S(N)(=O)=O)cc4)n(C)c3nc12	26%	-22%	17%	-39%	-13%	8%	-22%	1%	-1%
Cc1ccc(S(=O)(=O)N2CCN(c3cccc(C)c3)CC2)cc1	17%	-10%	34%	?	13%	15%	-6%	-7%	-10%
CCO/C([O-])=N/c1sn[n+](C)c1C	1%	-9%	47%[activator]	2%	-10%	11%	-1%	-2%	-5%
COC(=O)CC1C(=O)NCCN1C(=S)Nc1ccccc1Cl (stereo unspecified)	-6%	0%	7%	5%	-3%	?	-13%	2%	-14%
O=C(c1cc2ccccc2o1)c1cccs1	13%[11.4 µM]	1%	19%	0%	-5%	-21%[57.1 µM]	14%[57.1 µM]	-3%	-3%
CC(OC(=O)c1ccccc1C(=O)N(C)c1ccccc1)C(=O)Nc1ccccc1[N+](=O)[O-] (stereo unspecified)	-10%	-1%	-5%	?	-5%	11%	-26%	-4%	-4%
CCc1nnc(NC(=O)CSc2nnc(-c3ccccc3O)n2-c2ccc(C)cc2)s1	5%	-4%	32%	0%	1%	0%[57.1 µM]	-14%	5%	-7%
Cc1ccc(O)c(NC(=O)COc2cc(C)ccc2C)c1	?	26%	-13%	0%	0%	15%	?	4%	3%
OCc1nc2ccccc2n1Cc1c(F)cccc1Cl	0%&16%	3%&4%	26%&20%	0%&-9%	6%&6%	-11%&0%	-14%&-8%	0%&-9%	-7%&-7%
CCCCNC(NCCCC)=C(S(=O)(=O)CC)S(=O)(=O)CC	-13%	9%	22%	-2%	5%	-26%	-3%	-9%	-6%
O=C(Nc1nc2ccccc2[nH]1)c1ccccc1[N+](=O)[O-]	8%	-4%	28%	0%	5%	24%[57.1 µM]	-11%	-4%	0%
COc1cccc(CNC(=O)C(=O)NCC2CCCN2S(=O)(=O)c2cc(C)ccc2C)c1 (stereo unspecified)	29%	-1%	3%	7%	-1%	22%	-14%	-4%	1%
OCCNc1nc(-c2ccccc2)c2cc(Cl)ccc2n1	-10%	0%	124%[activator]	-3%	0%	16%[57.1 µM]	32%	0%	1%
CCCCS(=O)(=O)Nc1ccc2cn[nH]c2c1	-2%	-5%	32%	-5%	6%	11%[57.1 µM]	-9%	1%	-1%
CCOC(=O)/C(C#N)=C1/C=Nc2ccccc2N1	7%	-7%	19%	?	4%	-14%	-13%	4%	-1%
Cc1cccn2c(=O)c3cc(C(=O)NCc4ccccc4Cl)sc3nc12	-6%	0%	28%	-2%	-4%	11%	-11%	0%	-6%
Cc1nc(SCC(=O)Nc2ccc(OCc3ccccc3)cc2)n[nH]1	-2%	-7%	44%[activator]	7%	-3%	23%	4%	-3%	-6%
CCN1CCN(C(=S)c2ccc([N+](=O)[O-])cc2)CC1	?	2%	-34%	-26%	-5%	-10%	?	-4%	-8%
Cc1ccccc1OCC(=O)Nc1ccc(N2CCN(C(=O)c3ccco3)CC2)cc1	-6%	-3%	-10%	1%	6%	2%[57.1 µM]	?	-4%	9%

Four entries from above in another layout.
Cc1cccn2c(=O)c3cc(C(=O)NCc4ccccc4Cl)sc3nc12
  RGS4 inhibitor: -6%; GLS inh: 0%; HP1b binding inh: 28%; ALOX12 inh: -2%; ERG-DNA inh: -4%; rTrxR1 inhibitor: 11%; JMJD2A Tudor inh: -11%; Pin1 inh: 0%; Tb PGK inh: -6%

Cc1nc(SCC(=O)Nc2ccc(OCc3ccccc3)cc2)n[nH]1
  RGS4 inhibitor: -2%; GLS inh: -7%; HP1b binding inh: 44%[activator]; ALOX12 inh: 7%; ERG-DNA inh: -3%; rTrxR1 inhibitor: 23%; JMJD2A Tudor inh: 4%; Pin1 inh: -3%; Tb PGK inh: -6%

CCN1CCN(C(=S)c2ccc([N+](=O)[O-])cc2)CC1
  RGS4 inhibitor: ?; GLS inh: 2%; HP1b binding inh: -34%; ALOX12 inh: -26%; ERG-DNA inh: -5%; rTrxR1 inhibitor: -10%; JMJD2A Tudor inh: ?; Pin1 inh: -4%; Tb PGK inh: -8%

Cc1ccccc1OCC(=O)Nc1ccc(N2CCN(C(=O)c3ccco3)CC2)cc1
  RGS4 inhibitor: -6%; GLS inh: -3%; HP1b binding inh: -10%; ALOX12 inh: 1%; ERG-DNA inh: 6%; rTrxR1 inhibitor: 2%[57.1 µM]; JMJD2A Tudor inh: ?; Pin1 inh: -4%; Tb PGK inh: 9%

Additional records follow:
SMILES	RGS4 inhibitor	GLS inh	HP1b binding inh	ALOX12 inh	ERG-DNA inh	rTrxR1 inhibitor	JMJD2A Tudor inh	Pin1 inh	Tb PGK inh
CN(C)C(=O)N1CCN(C(=O)N2CCOCC2)CC1	-2%	3%	26%	-1%	-5%	19%[11.4 µM]	-16%	-1%	-3%
CCOC(=O)C1CCN(C(=O)/C=C/c2ccccc2OC)CC1	5%	11%	10%	0%	6%	-1%	-13%	5%	-2%
COc1ccc(S(=O)(=O)N2CCC(C(=O)NN3CCCCC3)CC2)cc1OC	11%	-1%	27%	196%[activator]	-10%	17%	3%	-3%	-6%
CN(c1ccccc1C(=O)N1CCOCC1)S(C)(=O)=O	0%	-13%	32%	147%[activator]	5%	16%[57.1 µM]	6%	-8%	-2%
COC(=O)c1ccc(NC(=O)C2CCCO2)cc1 (stereo unspecified)	-1%	-2%	23%	0%	1%	0%	-13%	4%	-2%
